CRFR2-BP ag: CRF-BP/CRF-R2 complex agonism. HEK293 CRF-R2/CRF-BP, calcium dye fluorescence (FLIPR); percent of saturating CRF peptide response. activation, % at 13.2 µM. hit rate 0.46% among 350,000. AID 588473;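 active = activation of at least 50%, plus an integration ratio under a set limit after plate pattern correction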;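 also: plate controls were neutral control wells without compound for no effect and CRF at EC100 for full effect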
TAAR1 ag: agonists of human TAAR1 | CHO RD-HGA16 TAAR1, Fluo-8 calcium fluorescence; vehicle wells 0%, saturating PEA agonist 100% | AID 624467 | activation, % at 3 µM | hit rate 0.99% among 360,000;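 active = activation above the mean activation of all test compounds in the run plus 3 SD, cut at about 38% in these data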
Target sequence (Q96RJ0 whole entry, looked up): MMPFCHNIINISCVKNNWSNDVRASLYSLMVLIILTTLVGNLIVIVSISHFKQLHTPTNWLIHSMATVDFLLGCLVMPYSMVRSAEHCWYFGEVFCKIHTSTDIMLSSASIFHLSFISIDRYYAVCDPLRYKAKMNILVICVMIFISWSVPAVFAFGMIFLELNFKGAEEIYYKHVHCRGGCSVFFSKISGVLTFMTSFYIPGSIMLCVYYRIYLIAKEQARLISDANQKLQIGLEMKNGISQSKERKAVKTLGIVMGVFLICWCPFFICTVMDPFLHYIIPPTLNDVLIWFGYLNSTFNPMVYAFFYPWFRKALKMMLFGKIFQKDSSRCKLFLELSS
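Test system: RD-HGA16 (CHO) cells co-expressing Gα16 and hTAAR1 | Doses: Single dose, 3 µM | Schedule: 17-24 h seeding, 75 min 37 °C dye, 30 min RT | Evaluation: % activation from peak over basal fluorescence ratio, DMSO-to-PEA scaled | Technique: Kinetic Fluo-8 calcium fluorescence | Benchmarks: Low control DMSO, high control PEA (EC100)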
M1 PAM parental: nonselective activator or artifact in parental CHO-K1 calcium assay; ATP EC20, Fluo-8 calcium fluorescence; 0% at ATP EC20, 100% at ATP max; activation, % at 3 µM; hit rate 0.02% among 360,000; AID 602247;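 active = activation above the run cutoff, the mean activation of all test compounds plus 3 SD, cut at about 40% in these data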;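 also: peak over basal fluorescence ratio in a 140 s read after ATP addition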
M5 PAM: positive allosteric modulators of human muscarinic M5 receptor. CHO-K1 hM5, Fluo-8 calcium, ACh EC20 PAM; 0% = ACh EC20, 100% = ACh EC100. activation, % at 3 µM. hit rate 0.3% among 360,000. AID 624038;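 active = activation above the run cutoff, the mean activation of all test compounds plus 3 SD, cut at about 18% in these data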
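Assay system: CHO-K1 hM5 cells. Also added: acetylcholine at EC20 concentration, added after compound. Dosing: 3 µM, single dose. Times: compound preincubation 140 s before EC20 acetylcholine addition. Signal: Fluo-8 calcium fluorescence. Measure: % activation relative to EC20 and EC100 ACh responses. Repeats: singlicate, one well per test compound.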
TAAR1 antag: antagonists of human TAAR1; Q96RJ0; CHO RD-HGA16 TAAR1, Fluo-8 calcium fluorescence, antagonist; inhibition, % at 3 µM; hit rate 1.5% among 360,000; AID 624466;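 active = inhibition above a per-plate cutoff, the mean inhibition of test compounds on that plate plus 3 SD, cut at about 49% in these data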;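 also: 0% = DMSO plus EC80 beta-PEA response and 100% = DMSO alone without agonist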
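System: CHO RD-HGA16 cells bearing hTAAR1. Reagent: EC80 β-phenethylamine stimulus. Schedule: seeding 17-24 h prior, 75-min 37 °C, 30-min RT dye loading. Signal: Fluo-8 intracellular calcium dye fluorescence, real-time kinetic reads. Read-out: % inhibition from peak post-agonist over basal fluorescence ratio. Benchmarks: vehicle wells and EC80 agonist wells. Replicates: n of 1.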
CHRM4 PAM: potentiates acetylcholine response at human M4 receptor | P08173 | CHO-K1 hM4/Gqi5, Fluo-8 calcium fluorescence, ACh EC20; 0% = ACh EC20, 100% = maximal ACh | activation, % at 3 µM | hit rate 0.4% among 360,000;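 active = activation above its plate's cutoff, the mean activation of sample wells plus 3 SD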; also: some results filed as inactive read as strong as hits
Target sequence (P08173 whole entry, looked up): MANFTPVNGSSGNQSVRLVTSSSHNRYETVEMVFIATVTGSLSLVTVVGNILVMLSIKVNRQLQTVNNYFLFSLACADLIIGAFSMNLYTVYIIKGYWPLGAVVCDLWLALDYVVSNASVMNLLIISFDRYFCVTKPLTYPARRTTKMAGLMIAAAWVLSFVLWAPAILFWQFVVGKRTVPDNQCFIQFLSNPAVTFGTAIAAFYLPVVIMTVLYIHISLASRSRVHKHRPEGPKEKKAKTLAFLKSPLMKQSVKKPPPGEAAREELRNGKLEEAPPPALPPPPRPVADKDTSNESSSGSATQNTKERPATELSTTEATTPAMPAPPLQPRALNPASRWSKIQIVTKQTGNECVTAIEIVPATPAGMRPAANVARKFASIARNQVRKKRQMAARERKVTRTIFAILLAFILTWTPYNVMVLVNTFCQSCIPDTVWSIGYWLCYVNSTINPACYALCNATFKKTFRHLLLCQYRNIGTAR
CRFBP-R2 block: CRF-BP/CRF-R2 complex antagonism; HEK293 CRF-R2/CRF-BP, CRF-induced calcium fluorescence; inhibition, % at 11.8 µM; hit rate 0.59% among 350,000; AID 588475;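 active = inhibition of the ligand-induced calcium signal above about 50% at the single tested concentration, limit read from the data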
M5 antag: blocks acetylcholine activation of human M5 receptor | P08912 | CHO-hM5 cells, Fluo-8 calcium fluorescence, ACh EC80 | inhibition, % at 3 µM | hit rate 0.59% among 360,000;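 active = inhibition above a per-plate cutoff, the mean of that plate's test compounds plus 3 SD, cut at about 27% in these data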;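 also: 0% = acetylcholine EC80 with DMSO and 100% = DMSO without agonist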
M5 ag: agonists of human muscarinic M5 receptor (CHRM5); P08912; CHO-K1 hM5 cells, Fluo-8 calcium fluorescence; 0% DMSO wells, 100% maximal acetylcholine response; activation, % at 3 µM; hit rate 0.19% among 360,000; AID 624037;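 active = activation above the run's mean over test compounds plus 3 SD, cut at about 23% in these data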;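 also: signal is peak over basal fluorescence ratio across the kinetic read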
* hit, by the source's call; nt = not tested or not shown.

The line under a structure holds: CRFR2-BP ag	TAAR1 ag	M1 PAM parental	M5 PAM	TAAR1 antag	CHRM4 PAM	CRFBP-R2 block	M5 antag	M5 ag
C=C(C)Cn1c2ccc(NC(=O)CCc3cccnc3)cc2c(=O)n1C
  nt	0.6	17.0	0.8	-27.0	13.0	nt	-7.2	0.6
Cc1ccc(C)c(N(CC(=O)NC2CCCC2)C(=O)CNC(=O)c2cccs2)c1
  -0.2	-1.4	17.2	0.2	-21.5	0.7	0.5	13.8	2.7
N=c1oc2ccccc2cc1C(=O)Nc1ccc(F)cc1
  7.3	2.6	6.8	-6.9	-8.3	5.0	7.5	6.5	-5.3
CS(=O)(=O)N1CCCCC1c1cc(C(=O)Nc2ccccc2)no1 (stereo not given)
  nt	2.0	31.5	3.8	-18.3	10.4	nt	-2.4	2.0
c1ccc(-c2nnc3sc(Cc4cccs4)nn23)cc1
  0.1	6.5	13.3	-0.9	9.1	-5.0	-2.1	1.6	-1.8
N#C/C(=C\Nc1ccccn1)S(=O)(=O)c1ccc(Cl)cc1
  0.2	2.2	5.0	-5.0	9.5	-14.3	-8.1	-1.7	3.7
COc1ccc(CN2C(=O)CS/C2=N/N=C/c2ccccc2)cc1
  2.9	4.8	9.7	-17.5	-5.0	-0.6	10.7	17.7	-0.6
CCOC(=O)c1sc(NC(=O)CSC(=S)N2CCN(C)CC2)nc1C
  -1.3	2.6	5.5	-29.2	2.1	-14.2	19.6	18.4	1.6
Cc1onc(C(=O)NCc2ccc(F)cc2)c1[N+](=O)[O-]
  0.5	10.6	16.1	-5.2	-0.2	7.7	-5.1	7.6	-1.3
CCC(C(=O)Nc1cc(C(=O)Nc2cc(C)ccn2)ccc1Cl)c1ccccc1 (stereo not given)
  -1.5	0.6	-0.4	-6.7	-11.5	7.8	34.4	3.6	-5.0
CC(=O)c1ccc2c(c1)Nc1ccccc1S2
  -0.5	9.7	10.6	-4.3	12.4	6.1	-6.9	4.8	-1.0
CCCC(=O)Nc1ccccc1NC(C)=O
  3.2	9.6	3.2	-3.2	2.9	1.1	2.1	-2.0	-1.0
O=C(Nc1ccc(NC(=O)C2CC2)nc1)c1ccncc1
  0.5	-1.9	20.9	-5.8	-2.9	7.3	3.9	5.0	-6.5
Cc1nccn1CCC(=O)Nc1ccc(Cl)cc1
  -0.1	2.2	8.2	10.1	-1.7	-3.6	0.9	-8.5	-20.4
CCC(C)NC(=O)C(Cc1ccccc1)NS(=O)(=O)c1ccc2c(c1)CCC(=O)N2 (stereo not given)
  -0.9	2.2	-4.4	4.6	-6.5	0.2	0.5	-3.3	-3.5
CC(C)c1ccccc1-n1cc[nH]c1=S
  -2.0	1.2	6.9	5.5	-5.5	4.0	4.1	8.7	-4.2
CCc1c(C#N)c(N)nc(SCC(=O)OCc2ccccc2)c1C#N
  0.3	14.5	-6.5	-12.6	43.0	-11.9	10.8	5.0	-1.3
O=C(NCCN1CCOCC1)c1ccc(NS(=O)(=O)c2ccccc2)cc1
  -0.7	0.7	7.5	-1.6	-19.4	1.4	-1.6	-8.3	-2.5
COC(=O)c1ccc(NS(=O)(=O)c2cc(-c3cc(C)no3)ccc2OC)cc1
  -0.3	4.4	0.2	-3.1	-20.3	6.8	-0.1	7.8	-4.6
O=C(CSc1nc(-c2ccco2)cc(C(F)(F)F)n1)NCCCN1CCOCC1
  -1.3	0.2	12.6	2.3	-36.3	8.3	50.7*	-0.5	-1.4
COc1ccc(/C=C/C(=O)OCC(=O)NCc2ccco2)c(OC)c1
  -0.4	0.7	-3.0	2.9	-30.9	-5.7	2.4	4.1	-2.4
CN(C)C(=O)Cn1c(SCC(=O)Nc2ccc3c(c2)OCO3)nc2ccccc21
  -1.9	6.2	9.0	-5.0	-8.6	1.6	5.0	-2.4	-1.8
COc1nc(Nc2cccc(C(F)(F)F)c2)nc(OC)n1
  -2.1	1.9	7.9	-1.1	18.6	1.6	-35.7	-7.0	-6.9
COc1ccccc1CNC(=O)c1ccc(N2CCOCC2)c([N+](=O)[O-])c1
  -3.6	9.8	12.0	8.2	13.6	2.8	1.5	-17.1	0.3
O=c1c2c3nc4ccccc4nc3n(CC3CCCO3)c2ncn1CCc1ccccc1 (stereo not given)
  -8.4	5.4	9.8	-3.4	4.0	-2.7	12.4	7.2	-4.8
COc1ccc(C(=O)NNC(=O)CCC(=O)Nc2ccc(C)cc2C)cc1
  0.5	-3.1	-5.8	-5.6	10.2	1.0	-1.7	6.2	0.1
C=C1c2nc3ccccc3n2C=C(c2ccc(C)cc2)N1c1ccccc1
  -2.7	12.6	-0.2	-4.9	-15.9	1.5	-1.6	13.0	3.8
COc1ccccc1Oc1nc2c(c(=O)n(Cc3ccccc3F)c(=O)n2C)n1C
  -1.6	6.0	11.8	6.9	-2.3	-4.5	9.8	-7.9	-0.7
Cc1nc2ccc(N)nc2nc1C
  4.2	1.1	6.9	4.5	-4.1	5.8	-1.4	0.0	4.1
O=C1c2ccccc2C(=O)c2c(/C=C/N3CCCCC3)ccnc21
  0.9	4.5	15.2	-1.2	-5.9	-2.7	-7.8	9.1	-2.8
Cc1c(Cl)cccc1NC(=O)CCCn1nc([N+](=O)[O-])cc1C
  -2.0	-0.5	21.1	-2.1	-2.1	-11.1	-7.9	-0.8	2.2
CCOC(=O)C1=C(C)N(C)C(C)=C(C(=O)OCC)C1c1ccc(C(=O)OC)cc1
  0.5	12.0	7.8	-12.4	-1.9	-14.7	-2.6	4.3	-10.3
COc1ccc(C(c2nnnn2C2CCCC2)N2CCN(c3ccccc3)CC2)cc1 (stereo not given)
  1.1	7.7	12.5	-0.9	13.0	-2.4	-8.0	-0.9	-9.2
Cc1nc(SCc2nc3ccc(Br)cc3[nH]2)c2oc3ccccc3c2n1
  0.3	8.0	-1.8	-3.0	27.6	2.9	6.3	9.7	-1.9
COCCNC(=O)C1(C)CCCN(Cc2cc(-c3ccccc3)on2)C1 (stereo not given)
  nt	0.3	5.5	-2.8	13.0	-0.7	nt	1.4	-0.5
CCOC(=O)C(C)Sc1snnc1C (stereo not given)
  2.0	8.8	-0.2	3.5	6.4	3.0	-17.8	-8.1	1.4
C/C(=C/CCC(C)(O)C1CC[C@@]2(C)[C@@H]3CC=C4[C@@H](CC[C@H](O[C@H]5O[C@@H](CO)[C@H](O)[C@@H](O)[C@@H]5O)C4(C)C)[C@]3(C)C(=O)C[C@]12C)CO[C@@H]1O[C@H](CO)[C@@H](O)[C@H](O)[C@H]1O (stereo not given in full)
  0.2	3.5	11.2	0.8	-3.5	0.2	3.4	4.9	2.6
O=C(COC(=O)/C=C/c1cccc(F)c1)Nc1ncccn1
  -1.4	4.5	20.0	12.9	-1.6	13.2	1.3	-1.1	0.6
Cc1cc(C)c(S(=O)(=O)N2CCN(c3ccccn3)CC2)c(C)c1
  -0.5	0.9	3.2	-14.9	0.0	0.3	1.3	8.7	-7.9
OC[C@@H]1CN(Cc2ccccc2)C[C@H](n2cnc3c(N4CCOCC4)ncnc32)O1
  nt	2.2	16.1	1.5	-24.9	3.4	nt	-11.2	0.5
Nc1ccn(C2OC(COC(=O)C34CC5CC(CC(C5)C3)C4)C(O)C2O)c(=O)n1 (stereo not given)
  -0.5	0.2	-6.5	4.5	9.3	4.6	-5.4	-12.1	6.5
O=C(CCN1C(=O)C2C3C=CC(C3)C2C1=O)Nc1ccc(F)cc1 (stereo not given)
  0.0	7.0	-1.0	-5.4	-20.0	5.3	-2.6	-2.5	-1.7
Clc1ccc(-c2nnc(CSc3nnc(-c4cccs4)o3)o2)cc1
  -0.4	3.6	18.2	1.5	-20.0	0.6	54.2*	3.8	-2.7
O=C(Nc1ccccc1)c1ccc(NCc2ccco2)c(S(=O)(=O)N2CCOCC2)c1
  0.9	1.0	10.1	-2.7	-0.9	13.3	-4.5	-1.9	-1.8
COC(=O)C1=NN(c2ccc(C)cc2)C2C(=O)N(c3ccccc3OC)C(=O)C12 (stereo not given)
  0.1	5.9	12.3	3.3	-11.2	15.9	-3.1	4.0	3.8
COc1ccccc1NC(=O)COC(=O)CCc1ccc(S(=O)(=O)N2CCOCC2)cc1
  -0.5	11.0	18.7	9.3	-25.9	-3.0	-1.9	-7.0	1.6
NC(=O)c1ccc(NCCc2cccs2)cc1
  nt	15.0	-3.3	-3.8	-21.3	3.5	nt	5.5	-0.5
O=C(CSc1nnc(-c2ccc(Cl)cc2)o1)N1CCOCC1
  -0.5	-1.1	12.0	4.6	0.2	0.8	3.7	4.1	-0.5
COc1cccc(OC)c1C(=O)n1nc(C)cc1C
  -0.4	3.7	12.6	-3.9	-21.1	5.6	6.7	-4.4	-0.2

Ordered by number of heavy atoms (smallest number first): some entries from above.
The line under a structure holds: CRFR2-BP ag	TAAR1 ag	M1 PAM parental	M5 PAM	TAAR1 antag	CHRM4 PAM	CRFBP-R2 block	M5 antag	M5 ag
COc1cccc(OC)c1C(=O)n1nc(C)cc1C
  -0.4	3.7	12.6	-3.9	-21.1	5.6	6.7	-4.4	-0.2
Nc1ccn(C2OC(COC(=O)C34CC5CC(CC(C5)C3)C4)C(O)C2O)c(=O)n1 (stereo not given)
  -0.5	0.2	-6.5	4.5	9.3	4.6	-5.4	-12.1	6.5
COc1ccccc1NC(=O)COC(=O)CCc1ccc(S(=O)(=O)N2CCOCC2)cc1
  -0.5	11.0	18.7	9.3	-25.9	-3.0	-1.9	-7.0	1.6

An unsorted share of the library, and some 4.2% of all compounds hit somewhere here.
